# Source: PubChem BioAssay (National Center for Advancing Translational Sciences (NCATS))
# JMJD2A Tudor inh – qHTS Assay for Inhibitors of JMJD2A-Tudor Domain; Potency, µM (series often up to 114 µM), without a hit: at the highest dose activity change, negative = inhibition, actives largely listed as inhibitors; hit rate 4.4% among 390,000; AID 504339, 2011; AlphaScreen JMJD2A-Tudor / H3K4me3 peptide binding; further: potency means the concentration at half of the fitted maximal effect; on the % scale 0 is the no-effect control and ±100 the full control effect; nearly all actives have a fitted effect of over 50% in size
# HP1b binding inh – HTS for Inhibitors of HP1-beta Chromodomain Interactions with Methylated Histone Tails; Chromobox protein homolog 1 (Homo sapiens), P83916; AlphaScreen HP1-beta / biotin-H3K9me3 peptide binding; Potency, µM (top dose mostly 114 µM), without a hit: at the highest dose activity change, negative = inhibition, most hits filed as inhibitors; hit rate 0.56% among 390,000; further: potency means the concentration at half of the fitted maximal effect; nearly all actives have a fitted effect of over 70% in size; inactives centre near 23
# Target sequence (P83916 whole entry, looked up): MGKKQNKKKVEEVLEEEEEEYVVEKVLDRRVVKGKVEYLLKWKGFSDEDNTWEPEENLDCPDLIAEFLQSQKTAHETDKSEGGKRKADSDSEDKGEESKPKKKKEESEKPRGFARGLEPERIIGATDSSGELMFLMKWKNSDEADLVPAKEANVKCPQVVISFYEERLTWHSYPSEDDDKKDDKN
#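 HP1-beta protein (50 nM final) preincubated 30 min at room temperature with biotinylated H3(1-18)K9me3 peptide (50 nM) in PBS pH 7.4, 0.01% Tween-20, then compound added for 30 min. AlphaScreen streptavidin donor/nickel chelate acceptor beads (10 ug/mL final), 30 min dark, luminescence read.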
# PGK inhibitor – qHTS Assay to Find Inhibitors of Phosphoglycerate Kinase; Potency, µM (top dose mostly 57.5 µM), without a hit: at the highest dose activity change, negative = inhibition, actives largely listed as inhibitors; AID 602233, 2012; PGK/GAPDH coupled, Kinase-Glo luminescence, 60 min; hit rate 0.043% among 380,000; further: potency means the concentration at half of the fitted maximal effect; on the % scale 0 is the no-effect control and ±100 the full control effect; nearly all actives have a fitted effect of over 60% in size
# Target sequence (P07378 whole entry, looked up): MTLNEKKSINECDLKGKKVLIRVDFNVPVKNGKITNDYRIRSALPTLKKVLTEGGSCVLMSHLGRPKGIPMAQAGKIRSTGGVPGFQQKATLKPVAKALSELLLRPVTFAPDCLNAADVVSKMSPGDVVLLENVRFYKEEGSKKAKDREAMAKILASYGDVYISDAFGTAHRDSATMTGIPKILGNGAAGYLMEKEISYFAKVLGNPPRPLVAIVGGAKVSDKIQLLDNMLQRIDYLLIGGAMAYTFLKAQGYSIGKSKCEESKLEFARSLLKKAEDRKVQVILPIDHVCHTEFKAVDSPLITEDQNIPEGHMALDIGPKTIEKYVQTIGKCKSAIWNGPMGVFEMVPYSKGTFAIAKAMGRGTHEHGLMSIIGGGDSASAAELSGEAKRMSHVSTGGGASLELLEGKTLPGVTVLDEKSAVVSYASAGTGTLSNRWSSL
#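 Recombinant glycosomal PGK reaction used 1,3-bisphosphoglycerate generated in-well by GAPDH (100nM final) in 100mM TEA pH 7.6, 5mM MgCl2, 0.01% Tween-20. After 60 minutes at room temperature, ATP was read by Kinase-Glo Plus luminescence end-point.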
# Pin1 inhibitor – qHTS Assay to Find Inhibitors of Pin1. Peptidyl-prolyl cis-trans isomerase NIMA-interacting 1 (Homo sapiens), Q13526. Potency, µM (series often up to 115 µM), inactives show at the highest dose activity, negative = inhibition, actives largely listed as inhibitors. AID 504891, 2011. Pin1 FP peptide displacement, HiFluor488, 10 min. hit rate 0.009% among 390,000; active means well fitted inhibition curve with a large enough effect in the polarisation, with a control signal flat, not every such curve was filed as active; inconclusive means small, poorly fitted or top-dose-only effect, or effect the other way, or a change in a side signal; inactive means no such curve, though single readings can be large or run the other way; the % refers to the polarisation; further: potency means the concentration at half of the fitted maximal effect; on the % scale 0 is the no-effect control and ±100 the full control effect
# Target sequence (Q13526 whole entry, looked up): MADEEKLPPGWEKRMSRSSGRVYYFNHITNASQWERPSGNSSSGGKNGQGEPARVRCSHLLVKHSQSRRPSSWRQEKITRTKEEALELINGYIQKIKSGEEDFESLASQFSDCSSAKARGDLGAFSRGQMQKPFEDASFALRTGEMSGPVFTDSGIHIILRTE
# POLH inh – qHTS for Inhibitors of Polymerase Eta. hit rate 1.2% among 390,000. DNA polymerase eta (Homo sapiens), Q9Y253. Potency, µM (highest dose often 114 µM), inactives show at the top dose activity change, negative = inhibition, actives largely listed as inhibitors. AID 588591, 2011. recombinant Pol eta, fluorescent DNA replication assay; further: potency means the concentration at half of the fitted maximal effect; on the % scale 0 is the no-effect control and ±100 the full control effect
#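 Pol eta (10 nM) was preincubated with compounds for 15 min at room temperature, after which fluorescent replication substrate (50 nM final) was added to start the reaction. Fluorescence was read kinetically at 0 and 10 min.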
# G9a inh – qHTS Assay for Inhibitors of Histone Lysine Methyltransferase G9a | Histone-lysine N-methyltransferase EHMT2 (Homo sapiens), Q96KQ7 | AID 504332, 2011 | G9a H3K9 monomethylation, AlphaScreen, 2 h | Potency, µM (top dose mostly 102 µM), inactives show at the highest dose activity, negative = inhibition, hits mostly inhibitors | hit rate 8.8% among 350,000; further: potency means the concentration at half of the fitted maximal effect; on the % scale 0 is the no-effect control and ±100 the full control effect; nearly all actives have a fitted effect of over 75% in size
# Target sequence (Q96KQ7 913-1193 limits assumed): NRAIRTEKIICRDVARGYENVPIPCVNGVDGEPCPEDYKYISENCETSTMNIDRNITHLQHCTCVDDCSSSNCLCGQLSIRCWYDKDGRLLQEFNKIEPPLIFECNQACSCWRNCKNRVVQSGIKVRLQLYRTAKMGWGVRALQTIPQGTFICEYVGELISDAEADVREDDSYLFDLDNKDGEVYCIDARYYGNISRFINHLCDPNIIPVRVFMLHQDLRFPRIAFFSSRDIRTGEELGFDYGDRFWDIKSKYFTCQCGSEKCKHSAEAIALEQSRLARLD
#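 AlphaScreen read-out: biotin-H3K9 peptide (500 nM) methylation by 20 nM enzyme with 20 uM SAM, 2 h at room temperature after 15 min compound preincubation; anti-monomethyl H3K9 antibody plus donor/acceptor beads, 10 min dark.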
# PI4K2A block – qHTS for small molecular inhibitors of PI4K2A; Phosphatidylinositol 4-kinase type 2-alpha (Homo sapiens), Q9BTU6; purified PI4K2A, ADP-Glo luminescence, 1 h; hits give low values; activity change, negative = inhibition, % at 76.9 µM; hit rate 0.13% among 420,000; in the data active means activity change below about -50%; inconclusive means mostly about -30% to -49%;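 further: -100% = wells without enzyme as full effect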
#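 In this quantitative HTS, ADP production by PI4K2A was quantified luminescently after 1 h at ambient temperature; 100 microM adenosine served as plate-quality control.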
# BAZ2B inh – qHTS Assay for Inhibitors of BAZ2B; Bromodomain adjacent to zinc finger domain protein 2B (Homo sapiens), Q9UIF8; AlphaScreen BAZ2B-H3K14Ac peptide displacement; Potency, µM (doses to about 114 µM), for the others: at the highest dose activity change, negative = inhibition, actives largely listed as inhibitors; hit rate 4.4% among 360,000; AID 504333, 2011; further: potency means the concentration at half of the fitted maximal effect; on the % scale 0 is the no-effect control and ±100 the full control effect; nearly all actives have a fitted effect of over 60% in size
#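 AlphaScreen displacement: compounds (up to 110uM) incubated 30 min at room temperature with a preformed 50 nM BAZ2B/50 nM biotinylated H3K14Ac peptide complex in PBS pH 7.4 with Tween-20. Donor and acceptor beads at 10 ug/mL final added, 20 min light-protected before reading.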
# GLS inh – qHTS for Inhibitors of Glutaminase (GLS). GLS enzymatic activity, qHTS titration. Potency, µM (highest dose often 45.5 µM), without a hit: at the top dose activity change, negative = inhibition, most hits filed as inhibitors. hit rate 0.21% among 410,000. AID 624170, 2012; further: potency means the concentration at half of the fitted maximal effect; on the % scale 0 is the no-effect control and ±100 the full control effect
#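 Assay buffer: 45 mM KH2PO4 pH 8.2, 0.02% Tween-20. hKGA acts on L-glutamine (1 mM solution added); product glutamate is reported by an oxidase/peroxidase Amplex Red coupling, with fluorescence taken at baseline and 30 min.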
# * = called active by the depositor; i = inactive; u = inconclusive; x = not tested or not shown; & = joins results of further samples; [ ] = dose if it differs, or a comment. Unless noted, the call rests on the fitted dose curve; in most records, active means well fitted curve in the direction sought with a large enough effect; inconclusive means small, poorly fitted or top-dose-only effect, or another doubt; inactive means no such curve, though single readings can be large; an effect the other way counts as inactive or inconclusive. The list is partial; rates above refer to the full screens.
# Results follow in this order: JMJD2A Tudor inh, HP1b binding inh, PGK inhibitor, Pin1 inhibitor, POLH inh, G9a inh, PI4K2A block, BAZ2B inh, GLS inh
> O=C(O)Cn1c(-c2cscn2)nc2ccccc21
  16µM*, -5%, -2%, -3%, -8%, 45µM*, -3, u, 4%
> COc1ccccc1C(=O)N1CCN(Cc2cn[nH]c2-c2ccc(F)cc2F)CC1
  -11%, 16%, -10%, -15%, -15%, x, 1, -1%, -2%
> O=C(C1=C(O)C(=O)N(c2ncccn2)C1c1ccc(F)cc1)c1ccco1 (stereo not given)
  u, 18%, -2%, -1%, -14%, x, 1, -15%, -3%
> Cc1cnc(NC(=O)c2cccc(S(=O)(=O)N3CC(C)OC(C)C3)c2)s1 (stereo not given)
  -12%, 36%, 2%, -2%, 0%, -1%, -2, x, 2%
> COc1ccc(NC(=O)N2CCN(C(=O)Nc3ccc(OC)cc3)CC2)cc1
  1%, 92%[activator], i, 0%, -3%, -5%, -10, 2%, 1%
> O=C(COC(=O)c1ccccc1O)NCCC1=CCCCC1
  5%, -28%, -12%, 3%, -11%, 11%, -29, 3%, 4%
> COc1ccc2c(Cl)c(-c3nnc(SCC(=O)c4ccccc4)n3C)sc2c1
  u, 101%[activator], 0%, 1%, u, u, 0, -31%, -7%
> CCOC(=O)c1[nH]c(C)c(CCC(=O)NCc2ccccc2C)c1C
  -30%, 20%[57 µM], -1%, 0%, -2%, 14%[59 µM], 2, 2%, -2%
> COc1ccccc1Cc1nc2ccccc2nc1SCC(=O)N1CCc2ccccc21
  -27%, 18%[57 µM], -12%, 4%, -18%, 3%[59 µM], 4, -8%, 3%
> CN(CCC#N)C(=O)COC(=O)c1ccc(CNS(=O)(=O)c2ccc(F)c(Cl)c2)cc1
  -12%, 11%, 3%, -4%, -16%, 19%, -4, 0%, 1%
> COc1ccccc1C(=O)COC(=O)c1ccccc1O
  23%, 63%[activator], i, 0%, -8%, 113%[activator], -3, 9%, -1%
> CCOC(=O)c1sc(NC(=O)c2ccc(S(=O)(=O)N3CCCCCC3)cc2)nc1-c1ccccc1
  -8%, 37%, -6%, u, -14%, 7%, 3, 9%, -16%
> O=C(O)c1cccc(S(=O)(=O)N2CC=C(c3ccccc3)CC2)c1
  -5%, 25%, 8%, -3%, -12%, 23%[12.7 µM], 0, 11%, 6%
> CCC(Sc1nc(-c2ccccc2)c(-c2ccccc2)[nH]1)C(=O)O (stereo not given)
  -27%, 8%, 10%, 0%, -16%, 50µM*, -1, -21%, 5%
> COc1ccc(N2CCN(C(=O)C3CCN(Cc4nc(-c5ccc(Cl)cc5)oc4C)CC3)CC2)cc1
  -26%, -3%, 0%, -7%, -19%, -35%[59 µM], -1, -20%, 3%
> O=C(O)c1ccc(N2C(=O)c3ccc(C(=O)c4cccc([N+](=O)[O-])c4)cc3C2=O)cc1
  -14%, 19%, 6%, 6%, -4%, -6%, 0, -5%, -1%
> CC(=O)Nc1ccc(Nc2cc(C)nc(Nc3ccc(NC(C)=O)cc3)n2)cc1
  u, 5%, 2%, 5%, -17%, -6%[2.33 µM], -2, 56µM*, 7%
> O=C(Cn1cc(C(F)(F)F)ccc1=O)N1CCc2ccccc21
  -8%, 26%, 5%, 2%, -1%, x, 0, x, 18%
> O=c1c2[nH]c3cccc(Cl)c3c2ncn1CCN1CCCCC1
  11%, 20%, -13%, -10%, -20%, 5%[59 µM], 1, 0%, -16%
> CC(=O)Oc1cc2c(C(=O)NCCCN3CCOCC3)c(C)oc2c2ccccc12
  -19%[11.4 µM], 2%, -10%, -7%, -20%, -10%[2.33 µM], 3, -3%, 17%
> O=C(COc1ccccc1Cl)NNC(=O)c1ccc2nc[nH]c2c1
  0%, 22%, 4%, -1%, -9%, 0%, -1, 6%, 1%
> CCCn1c(C2CCCN2c2nc(-c3cccc(Br)c3)cs2)nc2cc(Cl)c(Cl)cc21 (stereo not given)
  u, -9%, -9%, 12%, -5%, u, 3, -6%, 4%
> COC(=O)c1ccc(NC(=O)Cn2nc(SC)n(N)c2=S)cc1
  -3%, 27%, -1%, -2%, -12%, 11%[12.7 µM], -6, 7%, 1%
> COC(=O)c1cc(N/C(N)=N/c2nc(C)cc(C)n2)cc(C(=O)OC)c1
  x, x, -1%, x, -3%, x, 1, x, -15%
> CCn1c(=O)c2cc(C(=O)Nc3cc(C)on3)sc2c2ccccc21
  -15%, 16%, -7%, 1%, -19%, -18%, 5, 9%, -9%
> O=C1CCCCC1(O)Cc1ccc2c(c1)OCO2 (stereo not given)
  -12%, 17%, -8%, -3%, -17%, x, -2, x, 0%
> COc1cccc(C#Cc2c(C=O)n(C)c3ccccc23)c1
  311%[activator], 491%[activator], -8%, 0%, -19%, 1%[0.501 µM], -1, 334%[activator], -1%
> NC(=O)CC[C@@H]1NC(=O)[C@H](CO)NC(=O)c2cc([N+](=O)[O-])cc(I)c2OCC[C@@H](C(N)=O)NC1=O
  -29%, 17%, 2%, -4%, -7%, 45µM*, -3, -5%, 2%
> CCC(C)NCc1ccc(C(=O)OC)o1 (stereo not given)
  u, u, -7%, -4%, -1%, -2%[12.7 µM], 0, -20%, 60%[activator]
> CC(=O)OC1C=CN(C(C)=O)C(SC(C)(C)C)C1(C)O (stereo not given)
  x, x, 1%, x, -3%, x, -4, x, 7%

# (cont.)
# Results follow in this order: JMJD2A Tudor inh, HP1b binding inh, PGK inhibitor, Pin1 inhibitor, POLH inh, G9a inh, PI4K2A block, BAZ2B inh, GLS inh
> C/C(=N\NC(=O)c1ccc(Cl)c(Cl)c1)c1cccc(NC(=O)C(C)C)c1
  -2%, 35%, i, -10%, -17%, 44%, 6, -3%, -2%
> C[C@H](NC(=O)Cc1ccccc1)C(=O)N1CCC2(CC1)NCCc1[nH]cnc12
  -26%, 10%, -1%, 5%, 3%, x, -3, -15%, 9%
> COc1ccc(C2CC(c3ccc([N+](=O)[O-])cc3)=NN2C(C)=O)cc1 (stereo not given)
  -27%, 18%, 4%, -12%, 8%, x, 0, u, 15%
> CCOC(=O)c1ccc(NC(=S)Nc2cccc(N)n2)cc1
  -12%, -5%, -7%, -6%, 0%, -30%, -1, -31%, -28%
> CCCN1CCC(NC(=O)C2CCCCC2C(=O)O)CC1 (stereo not given)
  15%, 31%, -10%, -12%, -8%, 16%, 2, -2%, -12%
> O=C1COc2ccc(S(=O)(=O)Nc3ccc(OC(F)(F)F)cc3)cc2N1
  -9%, 44%[activator], -2%, 10%, -18%, 22%, -2, -13%, -10%
> Cc1ccc(Sc2ccc(N3CCC(C(=O)Nc4ccc(C)c(F)c4)CC3)nn2)cc1
  -9%, 22%, -6%, -3%, -21%, 6%[59 µM], 2, 1%, 2%
> CC(=O)NC(CC(=O)NC1CCCc2ccccc21)c1ccccc1 (stereo not given)
  -20%, 30%, i, -14%, -21%, u, -1, -1%, 0%
> COc1ccc(C(C#N)=Cc2ccc(NC(C)=O)cc2)cc1
  3%, 10%[57 µM], -7%, -1%, -23%, x, 0, x, -3%
> Cc1ccc(S(=O)(=O)NN2C(=O)/C(=C/c3ccc(F)cc3)SC2=S)cc1
  -19%, 12%, -7%, -13%, u, -8%, 1, -27%, -7%
> O=C(c1cnsn1)N1CCCC(Nc2ccc(F)c(F)c2)C1 (stereo not given)
  -14%, 52%[activator], -7%, 1%, 0%, x, 3, -4%, 16%
> COc1ccc(CCNCC(=O)Nc2ccc(C)c(S(=O)(=O)N(C)C)c2)cc1
  0.79µM*, u, 1%, 2%, -1%, 14µM*, 5, 50µM*, -24%
> Cc1cn(C)c(CC(=O)Nc2ccc(F)cc2Cl)c1C(=O)O
  -15%, 11%, i, -4%, -12%, -6%[59 µM], 0, -12%, 0%
> CCC(C(=O)NCc1ccc(C)cc1)c1ccccc1 (stereo not given)
  17%, 48%[activator], -5%, -5%, -20%, 8%[0.501 µM], 3, 1%, -8%
> Cc1ccc(SCc2cc(=O)[nH]c(Nc3nc(C)c4ccc(C)cc4n3)n2)cc1
  -16%, 15%, -10%, 3%, -16%, u, -1, 7%, 7%
> Cc1ccc(C)c(CNS(=O)(=O)c2ccc3c(c2)C(C)(C)C(=O)N3C)c1
  -7%&5%, 32%&22%, -4%&0%, 1%&-4%, -5%&-5%, 7%, -4&-4, -26%&-1%, 3%&0%
> C#Cc1cccc(C(=O)N(Cc2cccnc2)CC2CCCN(C3CCCCC3)C2)c1 (stereo not given)
  x, x, -4%, x, -8%, x, 4, x, -7%

# Fetched one by one from above (2):
# Results follow in this order: JMJD2A Tudor inh, HP1b binding inh, PGK inhibitor, Pin1 inhibitor, POLH inh, G9a inh, PI4K2A block, BAZ2B inh, GLS inh
> COc1ccc(C2CC(c3ccc([N+](=O)[O-])cc3)=NN2C(C)=O)cc1 (stereo not given)
  -27%, 18%, 4%, -12%, 8%, x, 0, u, 15%
> O=C1COc2ccc(S(=O)(=O)Nc3ccc(OC(F)(F)F)cc3)cc2N1
  -9%, 44%[activator], -2%, 10%, -18%, 22%, -2, -13%, -10%
